# PI4K2A block = blocks human PI4K2A kinase activity; purified PI4K2A, ADP-Glo luminescence, 1 h; hits give low values; Q9BTU6; activity change, negative = inhibition, % at 76.9 µM; 420,000 tested, 0.13% active; in the data active = activity change below about -50%; inconclusive = mostly about -30% to -49%;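 note: -100% = wells without enzyme as full effect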
#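 PI4K2A activity was measured by ADP-Glo luminescence: enzyme (4 ug/mL stock) and phosphatidylinositol (1.2 mM stock) in Tris pH 7.5/MgCl2/EGTA/Triton X-100 buffer were reacted with ATP (300 microM stock) for one hour at ambient temperature.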
# HP1b binding inh = inhibitors of HP1-beta chromodomain binding to methylated histone tails. P83916. AlphaScreen HP1-beta / biotin-H3K9me3 peptide binding. Potency, µM (top dose mostly 114 µM), for inactives: top-dose activity change, negative = inhibition, most hits filed as inhibitors. 390,000 tested, 0.56% active. AID 540317; note: potency is the fitted concentration of half-maximal effect; nearly all actives have a fitted effect of over 70% in size; inactives centre near 23
# Target sequence (P83916 whole entry, looked up): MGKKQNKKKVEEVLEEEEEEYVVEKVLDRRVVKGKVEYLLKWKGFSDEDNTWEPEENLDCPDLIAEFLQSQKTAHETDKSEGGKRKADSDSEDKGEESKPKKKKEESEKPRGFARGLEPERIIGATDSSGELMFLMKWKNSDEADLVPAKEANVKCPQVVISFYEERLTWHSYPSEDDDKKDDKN
#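 AlphaScreen: HP1-beta (50 nM) preformed 30 min with biotin-H3(1-18)K9me3 peptide (50 nM) in PBS pH 7.4, 0.01% Tween-20. Compound added for 30 min at RT, then streptavidin donor/nickel chelate acceptor beads (10 ug/mL) for 30 min.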
# Pin1 inhibitor = inhibitors of human Pin1; 390,000 tested, 0.009% active; Potency, µM (doses to about 115 µM), for the others: top-dose activity, negative = inhibition, usual class: inhibitors; Q13526; Pin1 FP peptide displacement, HiFluor488, 10 min; active = well fitted inhibition curve with a large enough effect in the polarisation, with a control signal flat, not every such curve was filed as active; inconclusive = small, poorly fitted or top-dose-only effect, or effect the other way, or a change in a side signal; inactive = no such curve, though single readings can be large or run the other way; the % refers to the polarisation; note: potency is the fitted concentration of half-maximal effect; % is set by controls: 0 for no effect and ±100 for the full control effect
# Target sequence (Q13526 whole entry, looked up): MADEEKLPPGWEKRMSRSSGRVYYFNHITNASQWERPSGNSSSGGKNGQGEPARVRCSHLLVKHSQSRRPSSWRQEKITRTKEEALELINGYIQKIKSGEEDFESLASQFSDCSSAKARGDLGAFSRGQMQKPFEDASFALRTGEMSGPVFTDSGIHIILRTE
# G9a inh = inhibitors of human histone lysine methyltransferase G9a; Q96KQ7; AID 504332; G9a H3K9 monomethylation, AlphaScreen, 2 h; 350,000 tested, 8.8% active; Potency, µM (top dose mostly 102 µM), for the others: at the highest dose activity, negative = inhibition, hits mostly inhibitors; note: potency is the fitted concentration of half-maximal effect; % is set by controls: 0 for no effect and ±100 for the full control effect; nearly all actives have a fitted effect of over 75% in size
# Target sequence (Q96KQ7 913-1193 limits assumed): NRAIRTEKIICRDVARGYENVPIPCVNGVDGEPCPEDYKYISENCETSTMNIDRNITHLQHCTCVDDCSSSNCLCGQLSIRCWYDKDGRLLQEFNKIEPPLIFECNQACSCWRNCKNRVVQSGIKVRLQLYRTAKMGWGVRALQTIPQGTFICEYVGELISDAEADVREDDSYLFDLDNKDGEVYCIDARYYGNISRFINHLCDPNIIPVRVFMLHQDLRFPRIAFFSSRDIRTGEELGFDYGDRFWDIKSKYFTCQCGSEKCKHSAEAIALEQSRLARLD
#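 G9a (20 nM) preincubated 15 min RT with compounds, then 500 nM biotinylated H3K9 peptide and 20 uM SAM added; 2 h RT reaction. Monomethyl-H3K9 product detected by AlphaScreen with anti-H3K9me1 antibody, streptavidin donor and anti-rabbit IgG acceptor beads.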
# PGK inhibitor = inhibitors of T. brucei phosphoglycerate kinase | Potency, µM (doses to about 57.5 µM), for the others: at the top dose activity change, negative = inhibition, hits mostly inhibitors | AID 602233 | P07378 | 380,000 tested, 0.043% active | PGK/GAPDH coupled, Kinase-Glo luminescence, 60 min; note: potency is the fitted concentration of half-maximal effect; % is set by controls: 0 for no effect and ±100 for the full control effect; nearly all actives have a fitted effect of over 60% in size
# Target sequence (P07378 whole entry, looked up): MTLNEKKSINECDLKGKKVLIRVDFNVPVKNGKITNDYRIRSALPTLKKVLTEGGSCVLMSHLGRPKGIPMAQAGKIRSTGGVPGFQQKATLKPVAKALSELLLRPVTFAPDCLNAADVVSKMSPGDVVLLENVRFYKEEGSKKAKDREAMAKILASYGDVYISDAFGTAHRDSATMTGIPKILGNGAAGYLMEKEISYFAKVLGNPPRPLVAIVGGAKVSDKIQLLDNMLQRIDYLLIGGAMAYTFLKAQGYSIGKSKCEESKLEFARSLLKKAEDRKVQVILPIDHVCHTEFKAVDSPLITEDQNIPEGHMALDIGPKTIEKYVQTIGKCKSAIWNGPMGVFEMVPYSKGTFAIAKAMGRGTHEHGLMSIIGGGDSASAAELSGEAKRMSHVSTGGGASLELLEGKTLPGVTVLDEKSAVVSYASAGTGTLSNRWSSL
#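 Recombinant glycosomal PGK reaction used 1,3-bisphosphoglycerate generated in-well by GAPDH (100nM final) in 100mM TEA pH 7.6, 5mM MgCl2, 0.01% Tween-20. After 60 minutes at room temperature, ATP was read by Kinase-Glo Plus luminescence end-point.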
# BAZ2B block = BAZ2B (human) inhibition | Q9UIF8 | AlphaScreen BAZ2B-H3K14Ac peptide displacement | Potency, µM (titrated, usually from 114 µM), without a hit: at the highest dose activity change, negative = inhibition, usual class: inhibitors | 360,000 tested, 4.4% active; note: potency is the fitted concentration of half-maximal effect; % is set by controls: 0 for no effect and ±100 for the full control effect; nearly all actives have a fitted effect of over 60% in size
#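 AlphaScreen displacement of biotin-H3(5-23)K14Ac peptide (50 nM final) from BAZ2B (50 nM final) in PBS pH 7.4, 0.01% Tween-20; complex preformed 30 min RT, then compounds (top 110 uM) 30 min RT, beads 20 min dark.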
# GLS inh = glutaminase GLS (human) inhibition; O94925; GLS enzymatic activity, qHTS titration; Potency, µM (doses to about 45.5 µM), for inactives: at the highest dose activity change, negative = inhibition, hits mostly inhibitors; 410,000 tested, 0.21% active; AID 624170; note: potency is the fitted concentration of half-maximal effect; % is set by controls: 0 for no effect and ±100 for the full control effect
#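 Read-out is an Amplex red fluorescence increase coupled through glutamate oxidase and HRP, measured before and after 30 min room-temperature incubation. hKGA is in 45 mM KH2PO4 (pH 8.2) with 0.02% Tween-20; glutamine added as 1mM solution.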
# ERG Ets-DNA blk = ERG Ets/DNA interaction inhibition. P11308. Potency, µM (top dose mostly 76.9 µM), for the others: at the highest dose FP activity, negative = inhibition, usual class: inhibitors. 370,000 tested, 0.028% active. fluorescence polarization, His-ERG Ets domain / labelled DNA; active = well fitted inhibition curve with a large enough effect in the polarisation, with a control signal flat; inconclusive = small, poorly fitted or top-dose-only effect, or effect the other way, or a change in a side signal; inactive = no such curve, though single readings can be large or run the other way; the % refers to the polarisation;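 note: polarization taken with two DNA probes labelled with fluorescein and Texas red; potency is the fitted concentration of half-maximal effect; % of control where 0% means no effect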
#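 His-tagged ERG Ets domain (1 uM in the protein solution; 300mM KCl, 50mM Tris-HCl, 1mM EDTA, 1mM DTT, pH 7.5) received compound, then a probe mix of 5 nM fluorescein-DNA and 100nM Texas-615-DNA. Fluorescence polarization was read for both dyes.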
# JMJD2A Tudor = JMJD2A Tudor domain (human) inhibition; AlphaScreen JMJD2A-Tudor / H3K4me3 peptide binding; AID 504339; 390,000 tested, 4.4% active; Potency, µM (top dose mostly 114 µM), without a hit: at the top dose activity change, negative = inhibition, hits mostly inhibitors; note: potency is the fitted concentration of half-maximal effect; % is set by controls: 0 for no effect and ±100 for the full control effect; nearly all actives have a fitted effect of over 50% in size
# Numbers without * were called inactive; i = inactive; ? = inconclusive; . = not tested or not shown; [ ] = another dose, or the depositor's remark. Unless noted, calls come from the whole dose curve; as a rule, active = well fitted curve in the direction sought with a large enough effect; inconclusive = small, poorly fitted or top-dose-only effect, or another doubt; inactive = no such curve, though single readings can be large; an effect the other way counts as inactive or inconclusive.
SMILES,PI4K2A block,HP1b binding inh,Pin1 inhibitor,G9a inh,PGK inhibitor,BAZ2B block,GLS inh,ERG Ets-DNA blk,JMJD2A Tudor
CCc1ccc(N2CC(C(=O)N3CCCCCC3)CC2=O)cc1 (stereo unspecified),-0.7,30.7%[57 µM],-1.5%,-9.2%,-0.4%,-16.4%,-4.0%,-3.2%,4.1%
N#Cc1cc2c(=O)n3ccccc3nc2n(-c2nnc(SCc3ccccc3)s2)c1=O,5.3,59.9%[activator],36.9%[activator],22.5%[59 µM],.,4.0%,0.7%,0.7%,14.4%
COc1cccc(C(=O)NCc2ccc(-c3nc4ccccc4s3)cc2)c1,-9.4,31.8%[activator],11.6%,2.7%[59 µM],-3.6%,5.3%,0.4%,2.0%,-17.6%
CC(=O)Oc1ccc(OC(C)=O)c(S(=O)(=O)c2ccc(C)c(C)c2)c1,4.7,29.8%,-2.8%,-9.0%,.,3.7%,-1.3%,-4.1%,-14.8%
CNc1ccc(/C=C2\COc3ccccc3C2=O)cc1[N+](=O)[O-],3.9,3.0%,-4.5%,-35.5%[59 µM],-7.9%,-10.2%,3.3%,9.7%,-20.9%
c1ccc2c(c1)CCN(Cc1nnnn1Cc1ccc3c(c1)OCO3)C2,-4.9,18.4%,1.7%,-3.4%[59 µM],-8.7%,-0.5%,8.6%,-8.0%,-31.2%
COc1ccc(OC2OC3COC(C)(C)OC3C(O)C2NC(C)=O)cc1 (stereo unspecified),6.4,15.1%,1.8%,4.3%[59 µM],i,2.8%,-3.2%,-2.9%,-9.9%
O=C(c1cccc(Oc2c(Cl)cccc2[N+](=O)[O-])c1)N1CCCCC1,0.7,16.0%,-13.7%,.,2.0%,-34.9%,5.2%,-4.6%,-28.7%
COc1ccc(Cl)cc1N1C(=O)/C(=C/c2sccc2C)N=C1SCC(=O)NC1CC1,5.2,-0.5%,57.1%[activator],.,-5.2%,.,-18.3%,0.7%,-35.2%
CC(C)c1ccc(NC(=S)NC2CCN(Cc3ccccc3)CC2)cc1,4.7,4.3%,4.8%,-4.7%[59 µM],-8.7%,-34.4%,3.3%,6.7%,?
CC(=O)N1CCCc2cc(S(=O)(=O)N3CCC(C(=O)N(Cc4ccccc4)C(C)C)CC3)ccc21,-0.8,12.3%[57 µM],-9.3%,3.8%[59 µM],2.3%,3.4%,1.3%,-2.0%,-11.6%
CC1CCCC/C1=N\NS(=O)(=O)c1ccc(Br)cc1 (stereo unspecified),-8.2,47.1%[activator],-11.2%,3.55µM*,-4.6%,-5.0%,17.8%,-1.2%,-1.6%
COc1ccc(CNC(=O)CSc2nnnn2-c2ccc(O)cc2)cc1,-8.3,-16.0%,0.9%,8.9%,4.9%,0.4%,-2.6%,-0.2%,?
COc1cc(/C=N/NC(=O)c2cccc(N3CCCC3=O)c2)ccc1O,0.4,37.2%,-1.7%,8.8%,-1.1%,-18.2%,?,5.6%,-23.4%
Cc1nn(CC(=O)N(C)C2CCS(=O)(=O)C2)c(C)c1[N+](=O)[O-] (stereo unspecified),3.3,10.9%,2.5%,?,-1.4%,2.9%,0.3%,-1.5%,-12.4%
O=S1(=O)[C@H]2C[C@@H]3C=C[C@@]2(CN1Cc1cccc(C(F)(F)F)c1)O3,-1.7,64.1%[activator],-0.3%,.,0.2%,-1.2%,6.1%,0.9%,-9.0%
COc1ccc(/C=N/NC(=O)c2cccc(OC(F)(F)C(F)F)c2)cc1O,-4.0,35.2%,0.5%,0.4%[59 µM],i,0.9%,21.4%,-13.0%,-7.6%
NNc1ncnc2scc(-c3ccc(Cl)cc3)c12,-2.2,-1.6%,6.4%,1.8%,-7.7%,70.8µM*,-4.7%,-2.7%,-35.6%
CS(=O)(=O)N1CCC(CO)(Cc2ccccc2C(F)(F)F)CC1,-0.9,43.1%[activator],1.0%,3.0%,-3.0%,-3.6%,-0.7%,-1.4%,6.1%
Nc1cccc2c1C(=O)N(c1ccccc1)C2=O,3.9,87.3%[activator],?,.,i,.,-6.4%,9.1%,8.3%
CCc1ccc(OCc2cccc(C(=O)N/N=C\c3cnn(C)c3C)c2)cc1,-7.2,26.5%,-10.7%,.,-0.6%,-33.8%,9.2%,-6.8%,?
CC1(C(=O)NC23CC4CC(CC(C4)C2)C3)CC1(Cl)Cl (stereo unspecified),9.9,10.4%,-3.1%,-1.7%,-0.7%,3.3%,3.0%,-2.9%,-12.0%
FC(F)(F)c1cccc(-n2cc(-c3ccccc3)c3c(N4CCCCC4)ncnc32)c1,2.8,12.0%,0.6%,10.1%[59 µM],-9.7%,-18.2%,-2.9%,2.5%,-22.0%
O=C(Cn1nc(-c2ccccc2)ccc1=O)NCC1COCCO1 (stereo unspecified),-14.5,1.1%,-0.7%,1.3%[59 µM],6.9%,-3.3%,-2.0%,-0.9%,-10.8%
Cc1nc(N2CCN(C)CC2)c2sc(=S)n(-c3ccccc3)c2n1,-4.5,38.4%,-14.1%,39.8µM*,-5.2%,-2.3%,2.2%,21.7%,5.6%

# (further entries)
SMILES,PI4K2A block,HP1b binding inh,Pin1 inhibitor,G9a inh,PGK inhibitor,BAZ2B block,GLS inh,ERG Ets-DNA blk,JMJD2A Tudor
CC(c1nnc(SCC(=O)N(C)C2CCS(=O)(=O)C2)n1-c1ccccc1)N(C)C (stereo unspecified),6.2,29.5%,-1.2%,-2.7%[59 µM],-1.3%,-6.3%,-2.9%,16.8%,-15.8%
C/C(=N\NC(N)=S)C1=CCC2C3CC[C@H]4CC(O)CC[C@]4(C)C3CC[C@]12C (stereo partly specified),-0.5,?,14.1%,8.91µM*,.,-1.3%,-23.4%,-13.7%,-18.5%
COc1ccc(S(=O)(=O)c2nnn(-c3ccc(C)c(Cl)c3)c2C)cc1,3.2,23.6%,0.1%,-35.9%[59 µM],-8.1%,-3.3%,-15.5%,5.1%,-14.5%
Cc1nn(-c2ccccc2)c(-c2ccccc2[N+](=O)[O-])c1C(=O)O,2.3,33.1%[activator],-0.8%,7.6%,i,-1.7%,6.2%,6.4%,-1.7%
CC(C)(C)NC(=O)NC(=O)COC(=O)c1cc[n+]([O-])cc1,0.7,34.0%,3.1%,3.0%,-7.3%,-3.5%,2.1%,2.9%,-14.9%
CC(CCc1ccccc1)NCC#N (stereo unspecified),-3.0,75.9%[activator],-2.0%,-8.9%,0.1%,2.0%,7.4%,-3.0%,-12.5%[11.4 µM]
COc1ccc(C(=O)NNC(=O)C23CC4CC(CC(C4)C2)C3)cc1OC,3.0,28.1%,-4.0%,3.3%[12.7 µM],-3.2%,0.9%,0.7%,-13.6%,-16.0%
O=C(CSc1nnc(NCc2ccccc2)s1)N1CCOCC1,0.5,19.0%,-5.0%,-8.5%[59 µM],7.9%,17.5%,8.2%,-7.9%,-6.0%
Cc1cc(Oc2cc(N)cc([N+](=O)[O-])c2)ccc1Cl,2.1,41.2%,-7.0%,-1.3%[59 µM],i,-8.5%,-5.8%,-0.5%,-19.9%[57.1 µM]
COc1ccc(Cl)cc1C(=O)NNC(=S)NC(=O)c1cc(-c2ccc(Cl)cc2)nc2ccccc12,-0.2,-20.1%,0.1%,18.0%,i,-13.3%[57.1 µM],25.8%,0.2%,?
NC(=S)C1COc2ccccc2O1 (stereo unspecified),-0.2,-7.4%,1.9%,44.7µM*,i,-8.9%,-14.4%,0.2%,2.4%
COc1ccccc1NC(=S)N(Cc1ccc(Cl)cc1)CC1CCC(C(=O)O)CC1 (stereo unspecified),2.9,33.4%[activator],1.2%,-28.4%,-1.2%,9.4%,3.1%,10.8%,-19.7%
CCOC(=O)[C@@H]1[C@H]2COc3ccc(Br)cc3[C@@H]2N2C(=O)N(c3ccc(Br)cc3)C(=O)[C@]12C,-0.9,53.3%[activator],-0.6%,-12.9%,-5.6%,-35.6%,-0.2%,8.9%,-12.8%
CNc1cc(-n2nc(C)cc2-c2ccccc2)ncn1,7.5,23.6%,3.7%,10.5%[59 µM],-0.9%,-4.2%,6.5%,1.8%,-10.4%
Cc1ccc2oc(C(=O)Nc3cc(C)on3)c(C)c2c1,-1.5,-0.6%,0.0%,5.5%[59 µM],-1.3%,-13.6%,-1.0%,20.3%,-10.1%
COc1ccc(Nc2ncc(C(=O)Nc3cc(Cl)c(OC)cc3OC)c3ccccc23)cc1,0.9,5.4%,0.9%,-41.4%[59 µM],3.5%,-3.8%,8.3%,-1.9%,-9.9%
NC(=O)C1CCN(C(=O)COc2ccc3c4c(c(=O)oc3c2)CCCC4)CC1,8.8,6.1%,1.2%,-36.6%,1.6%,?,6.0%,3.2%,-32.0%
Fc1ccccc1OCCSc1nnnn1-c1ccccc1,-2.0,175.7%[activator],2.2%,70.7%[activator][59 µM],-6.0%,142.5%[activator],-8.2%,7.8%,100.7%[activator]
Cc1c(-n2c(SCC(=O)N(C)C3CCS(=O)(=O)C3)nc3ccccc3c2=O)c(=O)n(-c2ccccc2)n1C (stereo unspecified),0.4,20.9%,4.5%,?,5.2%,18.3%,-2.5%,-2.6%,1.4%
Cc1ccc(C)c(NC(=S)N(CCN(C)C)C(C)c2ccccn2)c1 (stereo unspecified),-0.3,33.3%,-3.0%,-4.4%,-1.6%,.,0.0%,3.4%,-6.3%

# Screening results: PubChem, National Center for Advancing Translational Sciences (NCATS)
